# miR-122 sensor = miR-122 Renilla sensor signal increase in Huh7, primary screen, miR-122 inhibitor project, cell-based, single point, plate reader; activation (reporter increase), % at 12.5 µM; AID 602342, 2012; actives 0.3% (n = 340,000); Huh7 miR-122 Renilla luciferase sensor, 48 h; neutral wells = 0, positive control = 100;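 active = mean replicate activation score at least 90 and every replicate individually at or above 90; inconclusive = only one of the two criteria met; inactive = neither criterion met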;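 note: higher luciferase means less miR-122 activity so hits act as miR-122 inhibitors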
# EWS-Fli block = EWS/Fli-driven NR0B1 reporter inhibitors, primary screen, A673 cells, NR0B1 luciferase, luminescence, MLPCN library; viability-normalised; inhibition, % at 12.6 µM; actives 0.67% (n = 350,000);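 active = mean inhibition of at least 50% after viability correction, with every replicate also passing that limit; inconclusive = mean reaches 50% but only one of two replicates passes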;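 note: firefly luciferase signal divided by Alamar Blue viability fluorescence both relative to DMSO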
# F508del corr = F508del CFTR correction, initial screen, CFBE line, single point | actives 0.36% (n = 350,000) | AID 720511, 2013 | CFBE cells, YFP halide quenching; stimulated with forskolin plus potentiator P3; % fluorescence drop versus neutral controls | activity (quench increase), % at 7.58 µM;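 active = mean added fluorescence quench of at least 8% versus neutral control, with both replicates also reaching 8%; inconclusive = only one of the mean or replicate conditions met; inactive = mean below 8% and not both replicates reaching 8%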;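 note: cells transiently co-express mutant CFTR-F508del with the halide-sensitive YFP; corrector assay measuring rescue of mutant channel to the surface after 24 h compound exposure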
# PAX8 reporter = inhibitors of PAX8-driven TPO luciferase reporter, primary screen, RMG-I cells, single concentration | actives 1.2% (n = 360,000) | inhibition, % at 12.6 µM | SteadyGlo, 24 h | AID 652154, 2013;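 active = mean replicate inhibition at least 60% with every replicate also reaching 60%; inconclusive = only one of the two criteria is met; inactive = mean below 60% and not all replicates reaching 60%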;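 note: luciferase light reporting Pax8 driven TPO promoter activity; plate controls were median of neutral control wells for no effect and mitoxantrone controls for full effect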
# FN deposit inh = inhibitors of fibronectin matrix deposition, primary screen, AH1F cells, Alexa488-fibronectin fluorescence, plate reader; AH1F fibroblasts, overnight; inhibition, % at 12.6 µM; actives 0.086% (n = 350,000); AID 743247, 2014;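 active = mean inhibition across replicates of 30% or more, regardless of how many single replicates reach that level; inconclusive = mean under 30% yet at least half of replicates reach 30%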;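 note: positive control wells lacked labelled fibronectin entirely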
#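 Material – AH1F fibroblast monolayer, labelled fibronectin deposition · Reagent – labelled fibronectin 24 nM · Timing – 1 h adhesion, overnight exposure · Measured by – fluorescence at 485 nm excitation, 525 nm emission · Read-out – inhibition of fibronectin deposition signal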
# INS-1E GSIS act = GLuc luminescence reporter in INS-1E cells, primary screen for activators of glucose-dependent secretion of insulin; INS-1E GLuc reporter insulin secretion, 2-3 h; activation, % at 16.6 µM; actives 0.61% (n = 370,000);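 active = lowest replicate activation of at least 40%, so every replicate reaches that level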;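 note: 0% = median of neutral control wells and 100% = median of IBMX positive control wells; some compounds called inactive have numbers as strong as hits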
# DENV2 CPE = inhibitors of DENV2 cytopathic effect, primary screen, cell-based, plate reader, single concentration. DENV2-infected cells, cytopathic effect rescue. CPE inhibition, % at 9.99 µM. actives 1.7% (n = 350,000). AID 651640, 2012; in the data active = CPE inhibition above about 20%, passing the limit was not always enough; inconclusive = no clear call, values can overlap the other calls; tested in BHK-21 cells;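 note: 0% = median of neutral control wells and 100% = median of positive control wells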
# * hit, by the source's call; u = inconclusive; x = no result given; [ ] = remark or other dose.
SMILES,miR-122 sensor,EWS-Fli block,F508del corr,PAX8 reporter,FN deposit inh,INS-1E GSIS act,DENV2 CPE
Cc1ccc(NC2=NC(c3ccc(O)cc3)n3c(nc(C)cc3=O)N2)cc1 (configuration not stated),-1,x,x,16,13,x,x
COc1ccc(-c2nc(CSCC(=O)N3CCN(C(=O)c4ccco4)CC3)c(C)o2)cc1OC,-3,-2,-0.8,5,-1,3,9
CCN(CC)C(=O)N1CCN(c2c([N+](=O)[O-])c(=O)oc3ccccc23)CC1,-9,-6,-0.4,5,2,-8,-4
CN1CCN(S(=O)(=O)c2ccc3c(c2)CC(=O)N3C)CC1,x,6,0.0,4,-3,7,-6
COc1cccc(-c2ccc([C@@H]3[C@@H](CO)N4C(=O)CN(C(=O)c5ccncc5)C[C@@H]34)cc2)c1,x,x,-1.9,x,x,4,-23
O=C(NCc1ccccc1)c1nc[nH]c1C(=O)N1CCc2ccccc2C1,3,-5,3.3,0,4,8,5
O=C(NCCc1ccccc1)C1c2ccccc2C(=O)N1Cc1cccs1 (configuration not stated),27,4,0.3,-1,0,16,9
Cc1sc(NC(=O)COc2ccccc2)c(C#N)c1-c1ccccc1,-1,x,x,-38,x,-21,x
CCCC(=O)Nc1nnc(/C=C/c2ccc(OC)cc2)s1,x,-8,5.6,-21,4,5,-5
C=CCc1cc(/C=C2/NC(=O)N(CC(=O)OC)C2=O)cc(OC)c1O,-17,-2,-0.5,16,9,-1,u
O=C(Cc1ccccc1)Nc1ccc2c(c1)CCC2,x,-130,-3.4,-118,-6,-1,2
O=C(Cc1c(F)cccc1Cl)NNC(=O)c1ccco1,-7,-6,1.5,9,x,1,2
O=C(N/N=C/c1ccc(OCc2ccccc2)cc1)c1ccco1,-3,-63,-0.1,-80,-8,-1,-6
O=CN(Cc1ccco1)C1(C(=O)NC2CCCCC2)CCCCC1,6,x,x,-12,-27,x,x
CC(=O)N1CCc2cc(S(=O)(=O)CCC(=O)NCCc3ccc(C)cc3)ccc21,0,-4,-2.7,-5,21,-14,-4

# Entries of single compounds, quoted from the list:
# CN1CCN(S(=O)(=O)c2ccc3c(c2)CC(=O)N3C)CC1 is entered as miR-122 sensor: x; EWS-Fli block: 6; F508del corr: 0.0; PAX8 reporter: 4; FN deposit inh: -3; INS-1E GSIS act: 7; DENV2 CPE: -6
# Cc1sc(NC(=O)COc2ccccc2)c(C#N)c1-c1ccccc1 is entered as miR-122 sensor: -1; EWS-Fli block: x; F508del corr: x; PAX8 reporter: -38; FN deposit inh: x; INS-1E GSIS act: -21; DENV2 CPE: x

# (list continues)
SMILES,miR-122 sensor,EWS-Fli block,F508del corr,PAX8 reporter,FN deposit inh,INS-1E GSIS act,DENV2 CPE
Cc1ccccc1S(=O)(=O)N1[C@@H]2CNC[C@H]1C2c1ccc(-c2ccc(C(=O)N(C)C)cc2)cc1 (some centres not stated),x,49,-2.3,-12,-14,-9,-1
COc1ccc(S(=O)(=O)NCCSCc2cccc(C)c2)cc1Br,-6,x,x,-4,-6,x,x
C=CCNC(=S)N/N=C/c1ccc(C)s1,-2,-6,-0.8,18,1,-3,2
COc1ccccc1CNc1ccccc1F,-1,-4,-1.7,-6,-3,40,10
Cc1cc(C)nc(Oc2ccc([N+](=O)[O-])cc2)n1,x,1,-1.9,-31,-18,8,-2
O=C(NCC(c1ccc(F)cc1)N1CCOCC1)c1c(F)cccc1F (configuration not stated),-3,1,1.4,8,-4,19,0
O=S(=O)(Nc1cc(C(F)(F)F)ccc1N1CCOCC1)c1ccccc1,x,5,1.3,-7,-23,x,-4
CC1(C(=O)Nc2cccc3c2CCCC3)CCN1C(=O)Cc1ccccc1Cl (configuration not stated),-2,14,0.6,13,-3,x,-5
Cn1cc(-c2coc3c(C(=O)NCc4cccc(Cl)c4)cccc23)cn1,6,5,-0.3,0,8,-9,-10
O=C(O)CN1C(=O)COc2ccc(S(=O)(=O)N3CCCCCC3)cc21,4,-7,1.0,-16,-5,-9,-3
COCC#Cc1cnc2c(c1)C(=O)N([C@@H](C)CO)C[C@H](C)[C@H](CN(C)C(=O)Nc1cc(F)ccc1F)O2,-9[16.7 µM],-3,-1.6,-28,-10,5,-3
CCC(CC)C(=O)NCCCCc1ccccc1,0,x,x,11,0,14,x
O=C(O)Cc1ccc(O)cc1,1,5,0.1,-6,17,10,0
COC(=O)C[C@@H]1CC[C@@H]2[C@H](COc3ccc(NC(=O)Nc4cccc(C)c4)cc3C(=O)N2C)O1,-6[16.7 µM],15,-0.9,9,-8,-5,-6
CN(C)C(=S)N=c1ssc(=S)n1Cc1ccco1,2,u,-7.1,2,4,0,1
O=C(C1CC1)N1CCCCN2[C@H](CO)[C@H](c3ccc(-c4ccncc4)cc3)[C@@H]2C1,28[16.7 µM],-9,-1.0,5,x,x,-2
CC(=O)Nc1cc(-c2ccccc2)cn2c(-c3ccc(F)c(Cl)c3)cnc12,3,-4,1.1,-14,2,-4,8
Cc1ccc(CSC2=Nc3sccc3C3=NC(=O)CN23)cc1,7,x,x,25,-17,x,x
Cc1noc(C)c1NC(=O)N(C)C[C@H]1OCCCC[C@H](C)Oc2ccc(NC(=O)Nc3ccc(F)cc3)cc2C(=O)N([C@H](C)CO)C[C@@H]1C,-4[16.7 µM],-4,2.6,-8,-11,-11,0
NCC[C@H]1CC[C@@H](NC(=O)C2CCCCC2)[C@H](CO)O1,x,-5,-1.2,-6,x,-6,-1
OCCC1CN(Cc2ccon2)CCN1Cc1ccccc1 (configuration not stated),2,2,x,29,x,15,4
CCN=C1NC(CCc2ccccc2)C(C(=O)OC)=C(C)N1Cc1ccc(C(F)(F)F)cc1 (configuration not stated),x,-14,0.7,6,1,x,-2
CC(=NNC1=NCCN1)c1cn(C2=NCCN2)nc1C,5,-7,0.6,5,-9,0,x
COc1cccc(COc2ccc3c(C)cc(=O)oc3c2)c1,-12,-82,4.0,-153,-3,16,14
S=c1[nH]nc(Cc2ccc(Cl)cc2)n1-c1ccc2c(c1)OCCO2,x,0,0.7,0,1,37,-6
O=C(c1cccs1)N1CCN(C(=O)c2cn(-c3ccccc3)nc2-c2ccccc2)CC1,-10,-40,-0.3,-36,-9,x,-7
O=C(Nc1ccccn1)c1ccc(Cl)c(S(=O)(=O)N2CCOCC2)c1,-10,-1,0.2,x,-1,x,-2
COc1ccc(NC(=O)N(C)C[C@@H]2Oc3ccc(NS(=O)(=O)c4ccc(C)cc4)cc3C(=O)N([C@@H](C)CO)C[C@@H]2C)cc1,4[16.7 µM],-5,4.9,9,x,6,x
COC(=O)[C@]12C[C@H](CC(=O)N3CCCCC3)C(=O)N(Cc3ccc4c(c3)OCO4)C1=C[C@H](C(C)(C)C)O[C@@H]2C,x,8,0.9,-56,-6,1,-3
COc1ccc(OC)c(N2C(=O)CC(Cc3ccc(C)cc3)C2=O)c1 (configuration not stated),-5,x,x,1,-5,x,x
CCN(CC)S(=O)(=O)c1ccc(C(=O)N(c2ccc(C)cc2)C2C=CS(=O)(=O)C2)cc1 (configuration not stated),0,-3,0.4,15,-1,0,14
C[C@@H]1CN([C@@H](C)CO)C(=O)c2cc(C#CC3CCCCC3)cnc2O[C@@H]1CN(C)C(=O)Cc1ccccn1,-10[16.7 µM],-2,-1.1,6,-21,-7,1
O=C(CSc1nnc(-c2cccs2)o1)N1CCc2ccccc21,11,x,x,-3,1,-8,x
O=C(Nc1ccc(Cl)cc1)Nc1ccon1,4,7,1.3,x,10,-11,5
CC(=O)OCC(OC(C)=O)C(OC(C)=O)C(OC(C)=O)C(=O)Nc1ccc(C)cc1C (configuration not stated),6,x,x,6,8,x,x
CC(C)(C)c1cc(C(=O)N/N=C/c2ccc(O)cc2)n(-c2ccccc2)n1,-2,x,x,12,3,-11,x
COc1ccccc1C(=O)NCCC(=O)N1CCN(C(C)=O)CC1,-9,1,1.8,-2,-2,38,50*
CNC[C@H]1Oc2ccc(NC(=O)Nc3ccc(C(F)(F)F)cc3)cc2C(=O)N([C@@H](C)CO)C[C@@H]1C,-6[16.7 µM],-1,2.7,5,x,1,-9
COc1ccc(CNC(=O)C2CCCN(S(=O)(=O)c3cnc[nH]3)C2)cc1 (configuration not stated),-3,-2,1.6,-9,-5,-11,-10
Fc1ccc(C2=NOC(c3nnc(-c4ccccc4)o3)C2)cc1 (configuration not stated),-5,-3,0.3,-30,-4,14,2
C[C@@H]1CN([C@H](C)CO)C(=O)c2cc(-c3cccc(C(=O)N(C)C)c3)cnc2O[C@H]1CN(C)S(=O)(=O)c1ccc(F)cc1,1[16.7 µM],-24,0.0,8,x,0,-5
C[C@H](CO)N1C[C@H](C)[C@H](CN(C)S(=O)(=O)c2cccs2)Oc2c(NS(=O)(=O)c3ccc(Cl)cc3)cccc2C1=O,23[16.7 µM],-5,-3.1,x,x,-16,25*
CCN(CC)c1ccc(S(=O)(=O)N2CCOCC2)cc1NC(=O)CSc1nncn1C,x,1,0.7,33,-3,0,-1
C=CCn1c(C)cc(C(=O)CSc2nnc3n(CCC)c(=O)c4ccccc4n23)c1C,3,2,2.0,-32,-2,16,3
S=C(c1ccc(-c2ccc(Br)cc2)o1)N1CCOCC1,7,-123,-4.6,-226,8,-12,8

# The closing 2 entries of the part before lead into the next:
SMILES,miR-122 sensor,EWS-Fli block,F508del corr,PAX8 reporter,FN deposit inh,INS-1E GSIS act,DENV2 CPE
C=CCn1c(C)cc(C(=O)CSc2nnc3n(CCC)c(=O)c4ccccc4n23)c1C,3,2,2.0,-32,-2,16,3
S=C(c1ccc(-c2ccc(Br)cc2)o1)N1CCOCC1,7,-123,-4.6,-226,8,-12,8
C[C@@H]1CN([C@H](C)CO)C(=O)c2cc(NC(=O)Nc3ccc(F)cc3)ccc2O[C@H]1CN(C)Cc1ccc(Cl)c(Cl)c1,-1[16.7 µM],-5,1.5,13,1,-26,-2
CS(=O)(=O)N(CC(=O)NC1CC1)C1CCCCC1,x,-14,x,-2,-1,x,-1
CCCc1c(C(=O)Nc2cc(C(C)(C)C)on2)cnn1-c1ccccc1,-8,0,-0.3,26,1,2,29*
Cc1ccc(CN2C(=O)S/C(=C\c3ccccc3OCC(=O)O)C2=O)cc1,x,1,2.0,18,-4,0,x
Cc1cccn2c(=O)c3cc(C(=O)NCc4cccnc4)c(=N)n(CC4CCCO4)c3nc12 (configuration not stated),2,5,5.1,10,-5,-1,15
COc1ccc(C(=O)OCC(=O)N2CCN(C(=O)c3ccco3)CC2)cc1OC,-8,1,-0.6,25,1,3,-7
CCN1C(=O)C(CC(=O)Nc2ccc(OC)cc2)N(CCc2ccc(OC)cc2)C1=S (configuration not stated),x,-5,-2.5,13,-11,-15,-3
C=CCc1cccc(C=Nc2cccn3cc(-c4ccccc4)nc23)c1O,-1,-67,-3.0,-123,-3,7,3
C[C@H](CO)N1C[C@H](C)[C@H](CN(C)C(=O)Nc2ccc(F)cc2)Oc2ccc(NS(C)(=O)=O)cc2C1=O,2[16.7 µM],-2,1.6,-9,x,10,16
O=C(CCCOc1ccc(Cl)cc1Cl)N1CCN(c2ccccn2)CC1,0,x,x,x,-5,-4,x
O=S1(=O)N[C@@H](Cc2ccccc2)COc2cc(N3CC[C@H](O)C3)ccc21,x,7,3.1,10,0,10,1
C[N+]1(C)CCCC(OC(=O)C(O)(c2ccccc2)c2ccccc2)C1 (configuration not stated),-5,7,6.7,-4,-4,x,-1
C[C@H]1CN([C@@H](C)CO)C(=O)c2cccc(NC(=O)Nc3ccc(C(F)(F)F)cc3)c2O[C@@H]1CN(C)S(=O)(=O)c1ccc(F)cc1,-7[16.7 µM],3,1.3,3,x,-8,-5
CN1CCc2c(c3c(n2C)CCN(C)[C@@H]3c2cccnc2)[C@H]1c1cccnc1,x,-8,3.8,6,-24,-15,-2
